HEK293 NOD2/NF-kB: NOD2 signaling inhibitors, cell-based, luminescence, uHTS, HEK293 (AID 1566); HEK293 NOD2/NF-kB luciferase reporter, luminescence; higher % means a stronger effect; one-dose inhibition, % at 4 µM; EC50 in µM for titrated hits; 290,000 compounds, 0.63% hits; further: many of its hits are not listed in these tables
NTR1 ag: agonists of NTR1, primary screen, imaging, U2OS cells, beta-arrestin-GFP, high content (AID 493036) | NTR1-U2OS beta-arrestin-GFP spot imaging, agonist mode | activation, % at 20 µM | 330,000 compounds, 0.17% hits;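 active means activation at or above 40% of the spot to cytoplasm intensity ratio, with at least 20 cells analyzed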;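 further: 0% = DMSO without peptide and 100% = 100 nM NTR1 peptide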
Target sequence (P30989 whole entry, looked up): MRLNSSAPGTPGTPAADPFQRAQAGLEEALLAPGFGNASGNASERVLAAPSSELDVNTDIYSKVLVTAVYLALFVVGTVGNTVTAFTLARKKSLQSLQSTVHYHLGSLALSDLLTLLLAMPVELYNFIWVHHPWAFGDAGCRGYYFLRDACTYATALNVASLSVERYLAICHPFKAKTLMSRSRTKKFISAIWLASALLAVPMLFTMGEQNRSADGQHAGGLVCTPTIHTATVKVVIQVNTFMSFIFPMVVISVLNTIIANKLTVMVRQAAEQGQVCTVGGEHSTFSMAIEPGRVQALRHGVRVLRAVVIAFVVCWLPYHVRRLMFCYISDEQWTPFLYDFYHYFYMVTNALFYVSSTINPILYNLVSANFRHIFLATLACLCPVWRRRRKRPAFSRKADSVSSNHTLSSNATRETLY
ER stress rescue: rescue of cells from ER stress-induced death, primary screen, 384-well, CSM14.1, thapsigargin, ATP luminescence (AID 1222). CSM14.1 thapsigargin-induced death rescue, ATP luminescence; higher % means a stronger effect. one-dose cellular ATP content (survival), % at 20 µM; EC50 in µM for titrated hits. 190,000 tested, under 10 active;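 active means EC50 below 50 µM in the dose-response confirmation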;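 further: death triggered by thapsigargin at about 15 µM added after 2 h compound pretreatment; cell ATP read after overnight thapsigargin exposure of roughly 18 to 22 hours; normalized against plate controls of thapsigargin alone and 5% DMSO vehicle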
TNAP activation fold: human TNAP enzyme activators, primary screen, biochemical, luminescent, no phosphate acceptor, uHTS (AID 1001); Alkaline phosphatase, tissue-nonspecific isozyme (Homo sapiens); purified TNAP, luminescent activation assay, no phosphate acceptor; higher activation fold means a stronger effect; activation fold at 20 µM; hits with a dose series show EC50 in µM; 200,000 compounds, 0.03% hits; in the data active means activation fold from about 3, or a potency from the dose series; inactive means the rest, 99 in 100 with activation fold below about 1.6; further: many of its hits are not listed in these tables
GPR55 activation: GPR55 agonists via beta-arrestin recruitment, primary screen, imaging, U2OS cells, beta-arrestin-GFP redistribution (AID 1961); one-dose activation, % at 10 µM; EC50 in µM for titrated hits; 290,000 compounds, 0.048% hits; G-protein coupled receptor 55 (Homo sapiens); U2OS GPR55 beta-arrestin-GFP redistribution imaging; higher % means a stronger effect;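 active means activation above 40% with more than 50 cells counted in the well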;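 further: U2OS osteosarcoma cells stably expressing GPR55 and beta-arrestin-GFP; plate controls were DMSO negative control for no effect and LPI positive control for full effect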
KOR beta-arrestin-1: KOR antagonists, beta-arrestin recruitment, cell-based, luminescence, uHTS (AID 1778) | KOR beta-arrestin recruitment, luminescence, antagonist mode; higher % means a stronger effect | one-dose inhibition, % at 10 µM; IC50 in µM for titrated hits | 290,000 compounds, 0.091% hits | Kappa-type opioid receptor (Homo sapiens); further: strong numbers were not always called active
KOR beta-arrestin-2: KOR agonists, beta-arrestin recruitment, primary screen, cell-based, luminescence, uHTS (AID 1777); Kappa-type opioid receptor (Homo sapiens); 280,000 compounds, 0.02% hits; one-dose activation, % at 10 µM; EC50 in µM for titrated hits; KOR beta-arrestin recruitment, luminescence; higher % means a stronger effect; in the data active means activation above about 50%, passing the limit was not always enough; further: a part of the inactive calls stands beside numbers as strong as those of hits
NOD1 inhibition: NOD1 signaling inhibitors, primary screen, cell-based, luminescence, uHTS (AID 1578) | NOD1-driven NF-kB luciferase reporter cells, luminescence; higher % means a stronger effect | inhibition, % at 4 µM; hits with a dose series show EC50 in µM | 290,000 compounds, 1% hits; in the data active means inhibition mostly above about 36%, no sharp cut-off; inactive means mostly below about 34%;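 further: HEK-293T reporter cells stimulated with the NOD1 agonist gamma-tri-DAP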
Yfh1-off respiration: enhancers of respiration in Yfh1-depleted yeast, dose response, Friedreich's ataxia, plus single-dose screen (AID 1465). 220,000 compounds, 0.074% hits. S. cerevisiae Yfh1-off respiration, WST-1 reduction, 72 h; higher fold induction means a stronger effect. one-dose fold induction at 50 µM; EC50 in µM for titrated hits;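 active means fold induction of absorbance versus untreated yeast above a set limit, then at least 30% activation at any dose in follow-up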;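 further: activators that raise dye reduction in frataxin-depleted yeast; strong numbers were not always called active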
NTR1 ag cell count 20 µM: second read-out of NTR1 ag, no call of its own (marks repeat the call); cell count; measured here: cell count, cytotoxicity flag
Active calls of the source: *; i = inactive; nt = not tested or not shown; [ ] = remark or other dose. Unless noted, no stated cut-off is given here; in the data, active means inhibition above about 50%; inactive means the rest. A portion of the library; rates above refer to the full screens.

1) O=C(/C=C/c1ccc2c(c1)OCO2)Nc1nc(-c2ccc(F)cc2)cs1
2) C=CCN1C(=S)N[C@@H]2CS(=O)(=O)C[C@@H]21
3) CC(Oc1ccccc1)c1ccnn1S(=O)(=O)c1ccccc1 (stereo not drawn)
4) O=C(OCc1ccccc1F)c1ccc2c(c1)OCCO2
5) Cc1ccc(S(=O)(=O)NCC(=O)NCC(=O)N2CCN(c3ncccn3)CC2)cc1C
6) Cc1ccc(NC2CCCN(C(=O)c3ccoc3C)C2)cc1C (stereo not drawn)
7) COc1cccc(NC(=O)CSc2nc(O)c(C)c(=O)n2-c2ccc(C)cc2)c1
8) c1ccc(CCNc2ccc3nncn3n2)cc1

entry no.,1,2,3,4,5,6,7,8
HEK293 NOD2/NF-kB,8%,3%,7%,2%,0%,20%,1%,13%
NTR1 ag,11,1.2,0.5,-1.2,-0.6,0.8,0.5,-0.4
NTR1 ag cell count 20 µM,66,51,74,49,48,70,51,59
ER stress rescue,-2.9%,nt,1.8%,7.5%,nt,nt,nt,-0.9%
TNAP activation fold,1.1,nt,1.1,1.1,nt,nt,nt,1.1
GPR55 activation,0.5%,-0.3%,0.7%,0.2%,0.6%,0.2%,-0.1%,0.2%
KOR beta-arrestin-1,-42%,23%,16%,-32%,10%,-9%,-25%,13%
KOR beta-arrestin-2,-0.5%,-1.6%,7.0%,-5.9%,0.4%,0.7%,6.5%,-0.8%
NOD1 inhibition,5%,-2%,-19%,-39%,-3%,-20%,-36%,-24%
Yfh1-off respiration,i,i,i,i,i,nt,nt,i

9) O=C1COc2ccc(-c3csc(=Nc4ccc(OC(F)F)cc4)n3CC3CCCO3)cc2N1 (stereo not drawn)
10) Cc1ccc(C)c(N2CCN(C(=O)c3ccc4nsnc4c3)CC2)c1
11) CCOc1ccc(C2=NNC(c3cccs3)=Nc3ccc(OCC)cc32)cc1
12) CNC(=O)OCc1cccc(COC(=O)NC)n1
13) CN(CCOc1ccccc1)C(=O)c1ccc(OC2CCN(C(=O)C3CC3)CC2)cc1
14) COc1cccc(NC(=O)CSc2nnc(-c3ccco3)c(-c3ccco3)n2)c1
15) COc1cc(CNC2CCCC2)c(Br)cc1OCc1ccccc1
16) COC(=O)C1=C(C(=O)OC)SC(=C2C(=S)C(C)(C)N(C(=O)C(C)C)c3ccccc32)S1

entry no.,9,10,11,12,13,14,15,16
HEK293 NOD2/NF-kB,26%,2%,-18%,3%,26%,10%,3%,-6%
NTR1 ag,7.4,1.9,3.0,-1.5,2.0,-0.5,2.3,10
NTR1 ag cell count 20 µM,97,57,59,38,47,60,46,54
ER stress rescue,3.1%,nt,-1.2%,0.0%,2.6%,nt,-2.6%,5.8%
TNAP activation fold,1.1,nt,1,1.1,1.1,nt,1.1,0.8
GPR55 activation,-0.1%,-0.3%,-0.1%,-0.2%,0.6%,-0.2%,0.3%,0.0%
KOR beta-arrestin-1,14%,-25%,5%,3%,-4%[20 µM],-24%,-34%[20 µM],36%
KOR beta-arrestin-2,0.2%,-1.8%,1.7%,0.1%,nt,5.1%,-3.7%,1.3%
NOD1 inhibition,21%,7%,23%,-7%,-16%,7%,-43%,-2%
Yfh1-off respiration,i,nt,nt,i,i,nt,i,i

17) CCC(C)c1ccccc1NC(=O)CN(C)CC(=O)Nc1ccccc1SC (stereo not drawn)
18) COC(=O)COc1ccccc1/C=C1/NC(=O)NC1=O
19) CCOC(=O)N1CCC(N2CCN(S(=O)(=O)c3ccc4ccccc4c3)CC2)CC1
20) COc1ccc(Nc2nc(-c3ccccc3)c(C(=O)Nc3cccnc3)s2)cc1
21) COc1ccccc1N1C(=O)C2CC=CC(C)C2C1=O (stereo not drawn)
22) CCOc1cc2[nH]c(=O)n(CCCN3CCN(c4ccc(OC)cc4)CC3)c(=O)c2cc1OCC
23) Cc1cc2c(cc1S(=O)(=O)CCC(=O)N(C)Cc1ccccc1)OCC(=O)N2
24) COc1ccc(-c2nc(CN3CCC(c4ccccc4)CC3)c(C)o2)cc1OC

entry no.,17,18,19,20,21,22,23,24
HEK293 NOD2/NF-kB,7%,8%,-1%,-7%,10%,1%,10%,5%
NTR1 ag,1.3,0.6,2.6,1.6,0.9,0.5,3.6,3.2
NTR1 ag cell count 20 µM,45,68,71,52,56,67,56,31
ER stress rescue,nt,-2.7%,1.7%,10%,-1.4%,4.9%,nt,3.1%
TNAP activation fold,nt,1.1,1,1,1.1,1.1,nt,1.1
GPR55 activation,0.6%,0.4%,0.3%,-0.5%,0.6%,-0.1%,0.5%,0.0%
KOR beta-arrestin-1,-10%,10%,-42%,22%,18%,5%,-7%[20 µM],21%[20 µM]
KOR beta-arrestin-2,-0.5%,1.6%,13%,-4.8%,-4.4%,4.7%,0.5%,-0.6%
NOD1 inhibition,-14%,-5%,9%,6%,14%,-22%,-20%,-15%
Yfh1-off respiration,nt,i,i,i,i,i,nt,i

Limited to NOD1 inhibition (five entries from above):
entry | smiles | NOD1 inhibition
20 | COc1ccc(Nc2nc(-c3ccccc3)c(C(=O)Nc3cccnc3)s2)cc1 | 6%
21 | COc1ccccc1N1C(=O)C2CC=CC(C)C2C1=O (stereo not drawn) | 14%
22 | CCOc1cc2[nH]c(=O)n(CCCN3CCN(c4ccc(OC)cc4)CC3)c(=O)c2cc1OCC | -22%
23 | Cc1cc2c(cc1S(=O)(=O)CCC(=O)N(C)Cc1ccccc1)OCC(=O)N2 | -20%
24 | COc1ccc(-c2nc(CN3CCC(c4ccccc4)CC3)c(C)o2)cc1OC | -15%

Further structures.
25) CCOC(=O)/C=c1\s/c(=C\c2ccc3c(c2)OCCO3)c(=O)n1CC(=O)NCC1CCCO1 (stereo not drawn)
26) CC(=O)c1c(Cl)nc2ccc(Br)cc2c1-c1ccccc1
27) CCN(C(=O)c1ccnc(C(C)(C)C)c1)c1ccccc1
28) CCCCOC(=O)n1c(=S)oc2cc(Cl)ccc21
29) CCc1ccc(S(=O)(=O)N/N=C\c2ccc3c(c2)OCO3)cc1
30) O=C(c1cccs1)N1CCN(Cc2cccnc2)CC1
31) C/C(=N\NC(=O)C(N)=O)c1cccc(C(F)(F)F)c1
32) COc1ccc(S(=O)(=O)N2CC=C(C(=O)Nc3ccc(NC(C)=O)cc3)CC2)cc1

entry no.,25,26,27,28,29,30,31,32
HEK293 NOD2/NF-kB,-1%,12%,-3%,-2%,10%,-2%,20%,9%
NTR1 ag,-1.6,3.3,-1.8,-2.4,-0.1,0.5,0.7,0.9
NTR1 ag cell count 20 µM,101,50,52,61,62,87,28,46
ER stress rescue,-0.6%,nt,-3.5%,-0.7%,nt,-1.0%,0.5%,-1.0%
TNAP activation fold,1,nt,1.1,1.1,nt,1.1,1.1,1.1
GPR55 activation,0.2%,-0.2%,-0.1%,-0.1%,-0.1%,-0.2%,-0.7%,-0.3%
KOR beta-arrestin-1,-33%,-20%[20 µM],-6%,-21%,-3%,-30%,2%,4%
KOR beta-arrestin-2,1.3%,-3.9%,4.0%,0.6%,2.1%,-6.3%,-0.9%,0.7%
NOD1 inhibition,-1%,24%,-12%,0%,-28%,19%,15%,-20%
Yfh1-off respiration,i,nt,i,nt,nt,i,i,i

33) CCCc1nc2ccccc2n1C(=S)SC
34) NC(=O)c1ccccc1NC(=O)CCCc1ccccc1
35) CN(CCO)CCOCCOc1cccc2ccccc12
36) C=CCN(Cc1ccco1)S(=O)(=O)c1ccc(Cl)cc1
37) O=c1o[nH]c(-c2ccccc2)c1N=Nc1c(F)cccc1Cl
38) CCOc1c(C)cnc2c1c(=O)n(Cc1cccc(Cl)c1)c(=O)n2C
39) CC(=O)c1ccc(NC(=S)Nc2cccc3ccccc23)cc1
40) NC(=O)COC(=O)c1cccc(S(=O)(=O)N2CCN(c3ccc(F)cc3)CC2)c1

entry no.,33,34,35,36,37,38,39,40
HEK293 NOD2/NF-kB,-9%,0%,-34%,4%,43%,23%,-5%,-8%
NTR1 ag,2.3,0.0,0.7,0.5,1.5,0.9,-0.2,-0.5
NTR1 ag cell count 20 µM,49,60,53,61,79,69,59,48
ER stress rescue,-5.8%,nt,-0.5%,nt,nt,nt,nt,-1.2%
TNAP activation fold,1,nt,1.1,nt,nt,nt,nt,1
GPR55 activation,-0.6%,-0.3%,-0.4%,-0.1%,-0.1%,0.3%,-0.1%,-0.1%
KOR beta-arrestin-1,4%,-24%[20 µM],20%,-10%,1%,-33%,-47%,-20%
KOR beta-arrestin-2,1.2%,-3.1%,-4.2%,1.1%,-1.5%,3.6%,2.0%,-2.4%
NOD1 inhibition,-26%,-26%,3%,-7%,37%*,-9%,-6%,-17%
Yfh1-off respiration,i,nt,i,nt,nt,nt,nt,i

Overlap with the part before: 2 entries, followed by the next part.
39) CC(=O)c1ccc(NC(=S)Nc2cccc3ccccc23)cc1
40) NC(=O)COC(=O)c1cccc(S(=O)(=O)N2CCN(c3ccc(F)cc3)CC2)c1
41) Cn1c2c(c(=O)[nH]c1=O)C(c1cccc(O)c1)C1=C(N2)c2ccccc2C1=O (stereo not drawn)
42) Cc1ccc(-n2c3c(c(O)c(-c4ccccc4)c2=O)C(=O)CC(C)(C)C3)cc1
43) O=C(Nc1cccc2nsnc12)c1ccc(-c2ccc(Br)cc2)o1
44) COc1ccc(C[C@@H]2CN3C(=NC[C@@H]3C)N2C[C@H](C)NC(=O)c2ccc(C)c(Br)c2)cc1
45) O=C(COc1ccccc1)N1CCN(C(=O)c2cccs2)CC1

entry no.,39,40,41,42,43,44,45
HEK293 NOD2/NF-kB,-5%,-8%,-261%,3%,-26%,10%,0%
NTR1 ag,-0.2,-0.5,nt,2.2,4.1,-0.7,1.0
NTR1 ag cell count 20 µM,59,48,nt,24,37,98,53
ER stress rescue,nt,-1.2%,0.3%,-2.3%,-1.7%,-1.2%,0.1%
TNAP activation fold,nt,1,0.8,1,1.1,1.1,1
GPR55 activation,-0.1%,-0.1%,-0.1%,0.7%,0.1%,-0.1%,-0.2%
KOR beta-arrestin-1,-47%,-20%,-29%,-45%,-5%,40%,-5%
KOR beta-arrestin-2,2.0%,-2.4%,-6.4%,0.6%,-1.2%,-5.0%,-0.5%
NOD1 inhibition,-6%,-17%,-60%,-26%,-19%,-22%,-12%
Yfh1-off respiration,nt,i,i,i,nt,i,i

Screening results as filed in PubChem.
